CHRM5 PAM = potentiates acetylcholine response at human M5 receptor; P08912; AID 624038; CHO-K1 hM5, Fluo-8 calcium, ACh EC20 PAM; 0% = ACh EC20, 100% = ACh EC100; 360,000 compounds, 0.3% hits; activation, % at 3 µM;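 active = activation above the run cutoff, the mean activation of all test compounds plus 3 SD, cut at about 18% in these data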
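Probe or stimulus: acetylcholine, EC20 level; Assay system: human M5 receptor in CHO-K1 cells; Schedule: compound preincubation 140 s before EC20 acetylcholine addition; Technique: intracellular calcium via Fluo-8 fluorescence; Dosing: single-point, 3 µM nominal; Read-out basis: percent activation from peak-over-basal fluorescence ratio, scaled EC20-to-EC100 acetylcholine; Repeats: one well per compound, no replicates.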
M5 ag = CHRM5 agonism in calcium assay; activation, % at 3 µM; P08912; AID 624037; CHO-K1 hM5 cells, Fluo-8 calcium fluorescence; 0% DMSO wells, 100% maximal acetylcholine response; 360,000 compounds, 0.19% hits;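 active = activation above the run's mean over test compounds plus 3 SD, cut at about 23% in these data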;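 note: signal is peak over basal fluorescence ratio across the kinetic read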
CHRM5 antagonist = CHRM5 antagonism in calcium assay | inhibition, % at 3 µM | 360,000 compounds, 0.59% hits | CHO-hM5 cells, Fluo-8 calcium fluorescence, ACh EC80 | AID 624040 | P08912;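 active = inhibition above a per-plate cutoff, the mean of that plate's test compounds plus 3 SD, cut at about 27% in these data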;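 note: 0% = acetylcholine EC80 with DMSO and 100% = DMSO without agonist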
M1 PAM = human CHRM1 positive allosteric modulation. P11229. CHO-K1 hM1, Fluo-8 calcium fluorescence, ACh EC20; 0% = ACh EC20, 100% = maximal ACh. activation, % at 3 µM. 360,000 compounds, 0.088% hits; in the data active = activation above about 19%, passing the limit was not always enough
Target sequence (P11229 whole entry, looked up): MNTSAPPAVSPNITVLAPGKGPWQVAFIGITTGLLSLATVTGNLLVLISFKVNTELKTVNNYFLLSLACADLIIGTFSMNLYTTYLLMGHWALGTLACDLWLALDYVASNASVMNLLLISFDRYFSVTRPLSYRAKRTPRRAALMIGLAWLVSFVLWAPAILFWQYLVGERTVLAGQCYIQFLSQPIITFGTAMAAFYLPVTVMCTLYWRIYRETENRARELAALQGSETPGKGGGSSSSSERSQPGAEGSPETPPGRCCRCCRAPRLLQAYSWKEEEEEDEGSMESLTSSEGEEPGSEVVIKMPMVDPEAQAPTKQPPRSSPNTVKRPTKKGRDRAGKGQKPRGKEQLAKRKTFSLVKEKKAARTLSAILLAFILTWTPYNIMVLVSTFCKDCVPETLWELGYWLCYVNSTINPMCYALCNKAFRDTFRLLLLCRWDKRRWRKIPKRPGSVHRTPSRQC
M1 antag = human CHRM1 antagonism | CHO-K1 hM1, Fluo-8 calcium fluorescence, ACh EC80 antagonist | inhibition, % at 3 µM | 360,000 compounds, 1.3% hits | AID 588852;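 active = percent inhibition above its own plate's cutoff, namely the mean of that plate's compound wells plus 3 SD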;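 note: peak over basal fluorescence ratio during 140 s after agonist addition; 0% = ACh EC80 plus DMSO and 100% = DMSO alone without agonist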
M4 antag = CHRM4 antagonism in calcium assay; 360,000 compounds, 0.73% hits; inhibition, % at 3 µM; AID 624125; CHO-hM4 cells, ACh EC80, Fluo-8 calcium fluorescence;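 active = inhibition above its plate's cutoff, the mean inhibition of sample wells plus 3 SD, cut at about 27% in these data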;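 note: 0% = acetylcholine EC80 with DMSO and 100% = DMSO without agonist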
M4 ag = agonists of human muscarinic M4 receptor (CHRM4); activation, % at 3 µM; CHO-K1 hM4/Gqi5, Fluo-8 calcium fluorescence; vehicle 0%, full acetylcholine response 100%; 360,000 compounds, 0.14% hits; P08173;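 active = activation above the run mean over all test wells plus 3 SD, cut at about 32% in these data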;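 note: peak over basal fluorescence ratio per well then scaled between controls; 0% = DMSO wells and 100% = acetylcholine at EC100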
TAAR1 ag = human TAAR1 agonism | CHO RD-HGA16 TAAR1, Fluo-8 calcium fluorescence; vehicle wells 0%, saturating PEA agonist 100% | 360,000 compounds, 0.99% hits | Q96RJ0 | activation, % at 3 µM;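 active = activation above the mean activation of all test compounds in the run plus 3 SD, cut at about 38% in these data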
Target sequence (Q96RJ0 whole entry, looked up): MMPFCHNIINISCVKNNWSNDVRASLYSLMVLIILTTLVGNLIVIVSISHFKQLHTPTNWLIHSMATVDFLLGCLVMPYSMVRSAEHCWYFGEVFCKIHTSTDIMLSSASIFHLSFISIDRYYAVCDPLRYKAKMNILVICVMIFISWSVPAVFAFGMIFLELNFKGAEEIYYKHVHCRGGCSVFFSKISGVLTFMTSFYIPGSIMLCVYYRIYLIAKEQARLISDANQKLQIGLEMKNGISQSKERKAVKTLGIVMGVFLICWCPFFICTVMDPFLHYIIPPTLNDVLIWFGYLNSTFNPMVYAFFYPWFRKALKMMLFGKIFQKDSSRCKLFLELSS
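System: CHO-derived RD-HGA16 cells with stable Gα16 and human TAAR1. Times: 17-24 h plating, Fluo-8 75 min 37 °C, 30 min RT. Measured by: calcium-sensitive Fluo-8 signal, excitation 470-495, emission 515-575 nm. Read-out basis: % activation relative to PEA EC100 response. Control set: DMSO and PEA EC100. Repeats: no replicates (n 1).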
M1 ag = agonists of human M1 muscarinic receptor; CHO-K1 hM1, Fluo-8 calcium fluorescence, agonist mode; 0% DMSO, 100% acetylcholine EC100; activation, % at 3 µM; P11229; 360,000 compounds, 0.33% hits;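 active = activation above the run's mean compound activation plus 3 SD, cut at about 16% in these data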;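 note: peak over basal fluorescence ratio within a 140 s kinetic read after compound addition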
* marks the source's active call; other numbers are inactive results.

nr	CHRM5 antagonist	M1 antag	M4 antag	M1 PAM	M4 ag	CHRM5 PAM	TAAR1 ag	M5 ag	M1 ag	structure
1	1	15	2	-10	9	-4	8	2	0	Cc1cc(NC(=O)COC(=O)c2ccc(S(=O)(=O)C(F)F)cc2)n(-c2ccccc2)n1
2	6	-25	6	2	0	-9	1	-1	-8	COc1cc2nc(N3CCN(C(=O)OCc4ccccc4)[C@H](C(=O)NC(C)(C)C)C3)nc(N)c2cc1OC
3	2	-3	0	3	1	10	0	2	-1	Cc1ccc(CNC(=O)c2ccc(N3CCC4(CC3)CC(c3ccccc3)=NO4)c(NC(=O)c3ccc(Br)cc3)c2)cc1
4	0	-19	0	6	2	0	1	5	-2	Cc1cc(C)cc(N(CCC#N)C(=O)COC(=O)CN2C(=O)NC(C)(C)C2=O)c1
5	3	-14	1	4	0	-2	2	-1	-9	CC1=C(C(=O)N(C(C)C)C(C)C)CC(CC(=O)NC2CCCCC2)C(=O)N1Cc1ccccc1 (stereo unspecified)
6	7	-18	-4	4	1	-1	-1	-2	-7	Cc1ccnc(NCc2cc(Cl)ccc2O)c1
7	6	-10	1	7	1	-2	17	-2	-2	COc1ccc(N2CCN(C(=O)CC(NC(N)=O)c3cccc(Oc4ccccc4)c3)CC2)cc1 (stereo unspecified)
8	5	-15	-4	11	1	0	-1	0	-4	Cc1ccc(C(=O)CCC(=O)OCC(=O)N(C)c2c(N)n(Cc3ccccc3)c(=O)[nH]c2=O)cc1
9	6	-4	-1	5	3	2	-1	4	-4	Cc1cccc(C)c1NC(=O)CN(C)C(=O)C1CC1C (stereo unspecified)
10	-6	-11	4	7	1	-4	3	-1	-12	O=C(CNc1ccc2ccccc2c1)N/N=C/C=C/c1cccc([N+](=O)[O-])c1
11	10	2	-17	-1	1	-1	-2	1	-2	CCOC(=O)N1CCN(C(=O)CN(C)S(=O)(=O)c2ccc(Cl)cc2)CC1
12	13	-6	-12	3	2	-6	2	-1	0	CCCCNC(=S)Nc1cc(S(=O)(=O)N2CCCCC2)ccc1C
13	3	-16	-5	10	0	0	-1	0	0	Cc1ccc(CC2S/C(=N/N=C/c3ccco3)NC2=O)cc1 (stereo unspecified)
14	-26	-16	-10	10	2	23*	-1	-1	-2	Cc1oc(-c2ccccc2Cl)nc1CS(=O)CC(=O)NCc1ccc2c(c1)OCO2 (stereo unspecified)
15	3	1	-12	5	0	-2	9	0	-3	COC(=O)C1=C(C)N(Cc2ccco2)C(=O)N[C@@H]1c1ccc(Br)cc1
16	1	-14	-5	6	1	-1	3	0	1	CCCNC(=O)c1cc(S(=O)(=O)N2CCC3(CC2)OCCO3)ccc1F
17	-10	-14	-9	1	1	1	-1	-2	-7	Cc1ccnc(NCc2cc(Cl)cc(Cl)c2O)c1
18	-10	-11	0	-8	2	0	4	-4	-1	COc1ccccc1C(=O)Nc1nc(N)n(-c2ccccc2)n1
19	2	-1	-3	1	2	-4	7	-2	-3	Cn1cccc1C(=O)OCC(=O)Nc1cc(C(C)(C)C)nn1-c1ccccc1
20	-11	-3	4	8	0	4	6	1	-3	CCOC(=O)CSc1nnc2c(n1)C1(C)CCC2C1(C)C (stereo unspecified)
21	2	-12	2	1	0	-6	-1	-1	-5	COc1ccc(NC(=O)c2cccnc2Sc2ccccc2)c(OC)c1
22	21	14	22	-26	8	-20	17	-10	-9	CCC(C)(C)c1ccc(OCCCC[n+]2ccccc2)c(C(C)(C)CC)c1
23	3	-23	-3	15	0	4	0	-4	-5	Cc1cccc(C(=O)NCC(=O)NC2CCN(Cc3ccccc3)CC2)c1
24	6	1	6	3	0	3	2	0	-6	CCOC(=O)CN(C)C(=O)C1CCCN1C(=O)OC(C)(C)C (stereo unspecified)
25	0	-21	2	3	-1	-3	3	0	6	Nc1ncnc2c1ncn2[C@@H]1O[C@H](C(=O)Nc2ccc(C(=O)N3CCCCC3)cc2)[C@@H](O)[C@H]1O
26	-1	12	4	-8	0	-2	5	-1	-5	CCC(SC1=NCCS1)C(=O)Nc1ccc(S(N)(=O)=O)cc1 (stereo unspecified)
27	14	12	-2	-9	10	-22	11	5	-4	Cc1ccccc1OCCn1cnc2cc([N+](=O)[O-])ccc2c1=O
28	-1	-8	-9	9	1	-2	6	-13	-3	CCN(CC)c1ccc(NC(=O)c2ccc(Br)o2)cc1
29	-3	-21	-12	14	3	-1	7	0	-6	CC1=C(C(=O)N(C)C)CC(CC(=O)NCc2cccc3ccccc23)C(=O)N1CCC1=CCCCC1 (stereo unspecified)
30	4	-3	2	3	1	7	0	0	-4	CCOc1ccccc1NC(=O)CCCn1cc([N+](=O)[O-])cn1
31	7	-3	-2	7	2	-4	3	2	-6	CCC(=O)Nc1nc2ccc(NC(=O)c3cc(OC)c(OC)c(OC)c3)cc2s1
32	16	36	3	-12	15	-18	4	9	2	COc1ccc(CN2C(=O)CS/C2=N/N=C/c2cccs2)cc1
33	13	-10	8	5	0	-5	5	-6	-8	O=c1cc(CN2CCN(Cc3ccc(F)cc3)C(CCO)C2)[nH]c2ccccc12 (stereo unspecified)
34	3	6	4	1	1	-8	8	-3	-4	O=C1CS/C(=N/N=C2CCCC2)N1
35	3	-2	-4	3	1	-8	22	-4	-3	O=C(O)C1C2C=CC(O2)C1C(=O)NCc1ccc(Cl)cc1 (stereo unspecified)
36	10	-6	-4	6	1	-3	10	-4	-4	O=C(OCC(=O)N(C1CCCCC1)C1CCCCC1)c1ccco1
37	0	-7	-15	12	7	-3	0	1	0	CCOc1ccccc1OCCC(=O)N1CCN(S(=O)(=O)c2ccccc2[N+](=O)[O-])CC1
38	3	-14	-6	8	6	0	10	1	5	CS(=O)(=O)Nc1cccc(NC(=O)C2Cc3c(-c4cccc(F)c4)ccnc3O2)c1 (stereo unspecified)
39	-2	-2	2	5	3	-9	-2	-5	-4	COc1cc(OC)c(NC(=O)c2csc(C)c2)cc1Cl
40	-3	-10	-11	14	1	11	0	-2	-4	CCN(C(=O)CSc1nnc(-c2ccncc2)n1-c1ccccc1)C1CCS(=O)(=O)C1 (stereo unspecified)

Three records picked at random from the list so far:
nr	CHRM5 antagonist	M1 antag	M4 antag	M1 PAM	M4 ag	CHRM5 PAM	TAAR1 ag	M5 ag	M1 ag	structure
28	-1	-8	-9	9	1	-2	6	-13	-3	CCN(CC)c1ccc(NC(=O)c2ccc(Br)o2)cc1
40	-3	-10	-11	14	1	11	0	-2	-4	CCN(C(=O)CSc1nnc(-c2ccncc2)n1-c1ccccc1)C1CCS(=O)(=O)C1 (stereo unspecified)
27	14	12	-2	-9	10	-22	11	5	-4	Cc1ccccc1OCCn1cnc2cc([N+](=O)[O-])ccc2c1=O

Later entries.
nr	CHRM5 antagonist	M1 antag	M4 antag	M1 PAM	M4 ag	CHRM5 PAM	TAAR1 ag	M5 ag	M1 ag	structure
41	-7	-4	4	11	2	8	-2	0	-4	O=C(NCC1CCCO1)c1cc(-c2ccncc2)nc2ccc(S(=O)(=O)N3CCOCC3)cc12 (stereo unspecified)
42	17	-4	1	2	0	-2	4	-1	-2	CC1C(=O)c2ccccc2CC1C(=O)O (stereo unspecified)
43	0	-20	-9	16	2	6	9	3	0	O=C(CCCCO)CCCCCCCC[C@H]1N[C@H](CO)[C@H](O)[C@@H]1O[C@@H]1O[C@H](CO)[C@@H](O)[C@H](O)[C@H]1O
44	-6	-15	1	8	0	-4	7	2	-2	COc1ccc(NC(=O)C2C3CCC(C3)C2C(=O)O)cc1OC (stereo unspecified)
45	5	-9	-11	13	3	4	5	4	-3	CC(c1ccon1)N(C)Cc1cn[nH]c1-c1ccc(F)cc1F (stereo unspecified)
46	-3	1	6	-1	4	0	6	3	5	N/C(=N\OC(=O)Cc1ccc(-c2ccccc2)cc1)c1cccc([N+](=O)[O-])c1
47	-1	-14	6	4	1	6	1	0	-2	O=C(Cn1nc(Cc2ccncc2)c2ccccc2c1=O)Nc1cccnc1Cl
48	-6	-14	2	9	-1	1	2	1	0	CCn1c(SCC(=O)Nc2cc(C)on2)nc2c(c1=O)SCC2
49	2	-24	-2	16	6	3	0	-4	-4	COc1ccc(-c2csc(NC(=O)C3CSC4(C)CCC(=O)N34)n2)c(OC)c1 (stereo unspecified)
50	15	-8	9	7	1	0	2	1	-5	CCOC(=O)C1Sc2ccccc2NC1=O (stereo unspecified)
51	-3	-4	-6	5	1	0	2	2	-9	O=C(Cn1cnc2c(oc3ccccc32)c1=O)NCc1ccccc1
52	4	-9	-11	2	0	9	-2	-6	-7	CCOC(=O)/C=C/c1ccc(C(F)(F)F)cc1S(=O)(=O)NC(C)(C)C
53	-9	-12	-3	5	2	-1	0	-4	-3	CCOC(=S)SCC(=O)N1CCc2cc(OC)c(OC)cc2C1C1C(=O)CC(C)(C)CC1=O (stereo unspecified)
54	-3	0	3	10	0	0	12	1	1	NC(=O)c1cc(-c2ccccc2)nc(Oc2ccccc2)n1
55	-9	-8	-3	10	-1	9	1	3	8	CCCSc1cc(=O)n(-c2ccccc2)nc1C(=O)O
56	17	2	-6	2	0	-2	-3	-3	-1	Cc1ccc2nc3c(cc2c1)c(NC(=O)C(C)(C)C)nn3CC(C)C
57	-2	-7	-5	1	0	1	6	-2	-6	CC(Oc1ccccc1F)C(=O)NN (stereo unspecified)

2 entries from above, set out differently.
2: COc1cc2nc(N3CCN(C(=O)OCc4ccccc4)[C@H](C(=O)NC(C)(C)C)C3)nc(N)c2cc1OC
3: Cc1ccc(CNC(=O)c2ccc(N3CCC4(CC3)CC(c3ccccc3)=NO4)c(NC(=O)c3ccc(Br)cc3)c2)cc1

assay / compound,2,3
CHRM5 antagonist,6,2
M1 antag,-25,-3
M4 antag,6,0
M1 PAM,2,3
M4 ag,0,1
CHRM5 PAM,-9,10
TAAR1 ag,1,0
M5 ag,-1,2
M1 ag,-8,-1

An excerpt; rates above refer to the full screens.
